ASM inhibitor – human S-ASM enzyme inhibition | P17405 | placental ASM, HMU-PC fluorogenic substrate, 60 min | Potency, µM (top dose mostly 57.5 µM), without a hit: at the top dose activity change, negative = inhibition, usual class: inhibitors | 340,000 compounds, 0.006% hits | AID 504937; note: potency is the fitted concentration of half-maximal effect
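Fluorogenic HMU-PC substrate (9 uM final) is turned over by placental ASM in 60 min at 37 C after a 10 min compound preincubation. Reaction ended by alkaline stop (pH 10), with fluorescence read at 386/447 nm.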
USP2a inh – inhibitors of human ubiquitin-specific protease USP2a | O75604 | USP2 core, Ub-CHOP2 coupled fluorogenic reporter, 485/531 | 330,000 compounds, 0.01% hits | Potency, µM (highest dose often 38.3 µM), for the others: at the highest dose activity change, negative = inhibition, usual class: inhibitors | AID 463254;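 note: potency is the fitted concentration of half-maximal effect; plate controls were DMSO wells for no effect and full inhibition by NEM control for full effect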
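Deubiquitinase activity read as fluorescence (485/531 nm) after Ub-CHOP2 cleavage activates the enterokinase reporter on its substrate; USP2 core 10nM, Ub-CHOP2 and substrate 25nM each, 30min compound preincubation then 60min RT; data normalized to NEM, curves fitted.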
MBNL1 CUG block – inhibitors of human MBNL1 binding to CUG repeat RNA | Potency, µM (titrated, usually from 57.5 µM), for the others: top-dose activity change, negative = inhibition, usual class: inhibitors | TR-FRET MBNL1-His/biotin-(CUG)12 binding, 665/545 ratio | AID 2675 | Q9NR56 | 280,000 compounds, 0.036% hits; active = well fitted inhibition curve with a large enough effect in the signal ratio, with a control signal flat, not every such curve was filed as active; inconclusive = small, poorly fitted or top-dose-only effect, or effect the other way, or a change in a side signal; inactive = no such curve, though single readings can be large or run the other way; the % refers to the signal ratio; note: potency is the fitted concentration of half-maximal effect; % is set by controls: 0 for no effect and ±100 for the full control effect
Target sequence (Q9NR56 whole entry, looked up): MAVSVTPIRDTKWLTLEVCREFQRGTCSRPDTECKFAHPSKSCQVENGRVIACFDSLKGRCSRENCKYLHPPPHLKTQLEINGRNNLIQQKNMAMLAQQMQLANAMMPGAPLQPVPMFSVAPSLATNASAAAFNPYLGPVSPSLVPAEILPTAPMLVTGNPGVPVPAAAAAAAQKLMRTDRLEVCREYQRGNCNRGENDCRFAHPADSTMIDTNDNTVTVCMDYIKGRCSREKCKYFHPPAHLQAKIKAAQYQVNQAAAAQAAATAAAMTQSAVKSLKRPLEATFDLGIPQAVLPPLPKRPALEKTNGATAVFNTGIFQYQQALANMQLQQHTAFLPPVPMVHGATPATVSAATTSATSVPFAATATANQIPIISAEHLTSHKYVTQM
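Ratiometric TR-FRET (665 over 545 nm, excitation 340 nm) tracks disruption of MBNL1-His/biotin-(CUG)12 complex after 60 min at room temperature, with compounds at 92 nM to 58 uM final.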
GALK inh – inhibitors of human galactokinase; P51570; Purified GALK, Kinase-Glo residual ATP luminescence; Potency, µM (top dose mostly 57.5 µM), for inactives: at the top dose activity change, negative = inhibition, most hits filed as inhibitors; 270,000 compounds, 0.007% hits; AID 1868; note: potency is the fitted concentration of half-maximal effect; % is set by controls: 0 for no effect and ±100 for the full control effect
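Luminescence from leftover ATP (Ultra-Glo luciferase/luciferin) served as read-out after a 1 h room-temperature reaction of 5 nM GALK with 35 uM ATP and 100 uM galactose.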
Mito fusion yeast – inhibitors of mitochondrial division or activators of mitochondrial fusion | S. cerevisiae fusion-defective mutant growth rescue, CellTiterGlo 48 h | AID 485298 | Potency, µM (doses to about 46.1 µM), without a hit: at the highest dose growth rescue (activation), hits mostly activators | 320,000 compounds, 0.23% hits;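 note: potency is the fitted concentration of half-maximal effect; % of control where 0% means no effect; nearly all actives have a fitted effect of over 45% in size; temperature-sensitive fusion mutants such as fzo1-1 at 37 °C on non-fermentable ethanol glycerol medium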
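Growth-rescue viability read-out: after 48 h at the non-permissive 37C in glycerol/ethanol YPEG, yeast mitochondrial fusion mutants are measured by CellTiterGlo luminescence; compounds (23 nl pinned per well) restoring growth score as division inhibitors or fusion activators.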
BCR signal inh – chronic active BCR signaling inhibition. ABC-DLBCL IkBa-CBG/CBR reporter, luminescence ratio, 4 h. Potency, µM (series often up to 46.1 µM), for inactives: at the top dose ratio change, negative = lower green/red ratio, hits mostly inhibitors. 340,000 compounds, 0.05% hits. AID 493014; active = well fitted inhibition curve with a large enough effect in the signal ratio, with a control signal flat, not every such curve was filed as active; inconclusive = small, poorly fitted or top-dose-only effect, or effect the other way, or a change in a side signal; the % refers to the signal ratio;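 note: potency is the fitted concentration of half-maximal effect; plate controls were basal doxycycline-induced cells for no effect and cells given 10 µM MG132 for full effect; MG132 reads +100%, hits lower the ratio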
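Doxycycline induced both beetle luciferases in TMD8 lymphoma cells; IKK-driven degradation limits the IkappaBalpha-fused green signal, while red luminescence normalises for cell number and nonspecific effects. Compounds tested up to 46 uM, 4 hrs.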
Eya2 inh – Eya2 (human) phosphatase inhibition; 330,000 compounds, 0.006% hits; AID 488837; recombinant Eya2, OMFP fluorescence dephosphorylation (OMFP is methylfluorescein phosphate); Potency, µM (doses to about 76.9 µM), for inactives: at the top dose activity, negative = inhibition, actives largely listed as inhibitors; note: potency is the fitted concentration of half-maximal effect; % is set by controls: 0 for no effect and ±100 for the full control effect
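Eya2 protein (added as 0.2 uM solution) was preincubated with compound for 10 min at ambient temperature in 50 mM HEPES pH 7.5, 50 mM NaCl, 5 uM MgCl2, 0.05% BSA, 1 mM DTT. OMFP (added at 50 uM) then reacted 10 min; fluorescence read at 485/525 nm.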
KCNH2 WT inh – blocks the wildtype human KCNH2 potassium channel. activity change, % at 1.84 µM. 340,000 compounds, 0.37% hits. U2OS, BacMam KCNH2, thallium flux FluxOr; hits give low values. AID 720551. Q12809;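 active = maximum activity change below -70%; inconclusive = maximum activity change between -70% and -50%; inactive = maximum activity change above -50%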; note: % is set by controls: 0 for no effect and ±100 for the full control effect
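U2OS cells were transduced with wild-type KCNH2 virus (2.03 x 10^8 / mL) for 4 h at room temperature, then cultured overnight at 37 C. Thallium flux was read with FluxOr dye. Rate constants were normalized to DMSO controls.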
PKM2 activator – increases activity of human pyruvate kinase M2 | purified PKM2, Kinase-Glo ATP luminescence, activation; response scale: 0% is enzyme alone, no compound | Potency, µM (titrated, usually from 57.5 µM), inactives show at the highest dose activation, usual class: activators | 260,000 compounds, 0.34% hits | AID 1631; note: potency is the fitted concentration of half-maximal effect; % is set by controls: 0 for no effect and ±100 for the full control effect; nearly all actives have a fitted effect of over 55% in size
Target sequence (P14618 whole entry, looked up): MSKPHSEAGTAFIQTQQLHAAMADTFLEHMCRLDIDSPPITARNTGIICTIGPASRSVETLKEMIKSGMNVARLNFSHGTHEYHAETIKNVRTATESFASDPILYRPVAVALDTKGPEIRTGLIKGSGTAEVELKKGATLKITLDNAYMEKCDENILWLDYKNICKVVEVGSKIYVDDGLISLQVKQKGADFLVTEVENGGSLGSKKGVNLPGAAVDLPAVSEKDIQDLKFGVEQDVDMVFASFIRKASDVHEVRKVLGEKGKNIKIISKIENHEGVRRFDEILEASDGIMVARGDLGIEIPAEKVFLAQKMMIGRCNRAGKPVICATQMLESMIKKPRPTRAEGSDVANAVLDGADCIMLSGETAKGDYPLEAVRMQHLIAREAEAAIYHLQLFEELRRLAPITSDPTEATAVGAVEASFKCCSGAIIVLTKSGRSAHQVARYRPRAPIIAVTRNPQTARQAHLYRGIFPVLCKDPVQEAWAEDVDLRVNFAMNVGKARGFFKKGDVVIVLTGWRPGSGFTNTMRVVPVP
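Purified hPK-M2 (>95% pure) converted ADP (0.1 mM final) to ATP with 0.5 mM PEP in 50 mM imidazole pH7.2, KCl, MgCl2, Tween 20, BSA; 1 h at room temperature. ATP detected by Kinase-Glo luminescence.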
TSHR antagonist – human thyrotropin receptor antagonism | TSHR-expressing cells, TSH-stimulated cAMP HTRF, 2 h; hits give low values | activity change, negative = inhibition, % at 11.5 µM | 330,000 compounds, 0.2% hits | P16473;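 active = activity change below a set negative limit, meaning inhibition stronger than a set level, cut at about -70% in these data; inconclusive = activity change between two set negative limits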; note: % is set by controls: 0 for no effect and ±100 for the full control effect
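TSHR-expressing cells were treated with compounds, then stimulated with TSH at EC80 (4nM final) for 2 hours at 37 deg C. Cellular cAMP was measured by HTRF competition between lysate cAMP and cAMP-d2 for a cryptate-labelled anti-cAMP antibody.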
Menin-MLL TR inh – inhibitors of human menin-MLL interaction, mutant MLL peptide; Menin + Texas Red MLL mutant peptide, fluorescence polarization; Potency, µM (top dose mostly 61.6 µM), for inactives: top-dose FP activity change, negative = inhibition, most hits filed as inhibitors; 270,000 compounds, 0.23% hits; AID 1768; active = well fitted inhibition curve with a large enough effect in the polarisation, with a control signal flat, not every such curve was filed as active; inconclusive = small, poorly fitted or top-dose-only effect, or effect the other way, or a change in a side signal; inactive = no such curve, though single readings can be large or run the other way; the % refers to the polarisation; note: potency is the fitted concentration of half-maximal effect; % of control where 0% means no effect; many of its hits are not listed in these tables
* = called active by the depositor; i = inactive; ? = inconclusive; nt = no result given; [ ] = another dose, or the depositor's remark. Unless noted, calls come from the whole dose curve; as a rule, active = well fitted curve in the direction sought with a large enough effect; inconclusive = small, poorly fitted or top-dose-only effect, or another doubt; inactive = no such curve, though single readings can be large; an effect the other way counts as inactive or inconclusive. Some of the compounds tested; the hit share may differ from the screen's.

SMILES	ASM inhibitor	USP2a inh	MBNL1 CUG block	GALK inh	Mito fusion yeast	BCR signal inh	Eya2 inh	KCNH2 WT inh	PKM2 activator	TSHR antagonist	Menin-MLL TR inh
Cc1ccc(S(=O)(=O)N2CCN(C(=O)COc3ccc(-c4nnco4)cc3)CC2)cc1	-5%	0%	1%	0%	3%	-2%	-6%	-1	?	2	4%
CCO[C@@H]1OC(C(=O)N2CCN(C)CC2)=C[C@H](c2csc3ccccc23)[C@H]1CCCO	-11%	1%	-9%	1%	2%	4%	-20%	-11	2%	1	-22%
O=C1COc2ccc(C(=O)COC(=O)Cc3ccsc3)cc2N1	2%	2%	1%	11%	-7%	2%	5%	-9	?	-4	-1%
CC(=O)c1ccc(N2CCN(C(=O)c3ccc4nc[nH]c4c3)CC2)cc1	4%	4%	-5%	2%	-3%	5%	-4%	-3	-6%	0	1%
O=C(COc1ccccc1)Nc1ccc(C(=O)N2CCCC2)cc1	4%	5%	-7%	-6%	1%	7%	16%	5	11%	47	nt
COc1ccc(Cc2nc(-c3cccs3)no2)cc1	-1%	3%	-2%	10%	7%	?	-11%	-5	?	6	9%
COc1cccc(-n2c(Cc3cc(=O)[nH]c(=O)[nH]3)nnc2SCC(=O)NC2CCCC2)c1	4%	-1%	-6%	2%	0%	4%	11%	-1	0%	-6	-1%[11.7 µM]
Cc1cccc(-n2cnc(C(=O)Nc3cccnc3)c2)n1	3%	0%	2%	-2%	-1%	?	23%	-5	-2%	-9	-8%
C/C(=N/NS(=O)(=O)c1cc(C)ccc1C)c1ccc2c(c1)OCO2	-7%	1%	-3%	5%	2%	2%	7%	-6	4%	1	0%
O=C(Nc1ncn[nH]1)c1cc(S(=O)(=O)Nc2cccc(C(F)(F)F)c2)ccc1Cl	-1%	0%	-6%	-1%	-2%	0%	5%	3	-6%	-8	?
Cn1cc(S(=O)(=O)CC(=O)N2CCc3ccccc32)c2ccccc21	-5%	-6%	0%	3%	2%	-4%	-8%	2	0%	7	1%
COc1cc(C2NC(=O)NC(C)=C2C(=O)OC(C)C)ccc1OC(=O)c1ccco1 (configuration not stated)	4%	3%	-1%	0%	-4%	0%	0%	8	5%	3	13%
CC1(C)CC(=O)N(c2cc(Cl)ccc2Cl)C(=O)C1	4%	-1%	3%	1%	33%	0%	5%	-4	nt	-7	5%
CCOc1ccc(CCNC(=O)Cn2ccc3ccccc3c2=O)cc1OCC	-1%	1%	0%	10%	3%	-1%	-2%	9	1%	-4	-2%
Nc1nnc(SCC(=O)Nc2cccc(S(=O)(=O)N3CCCCC3)c2)s1	0%	1%	nt	nt	-2%	0%	-1%	-5	nt	3	nt
O=C(CCN1C(=O)c2ccccc2C1=O)Nc1cccc(O)c1	-1%	6%	22%	-1%	2%	4%	?	-7	nt	7	11%
COC(=O)c1cnc(Oc2ccc(NC(=O)NC(=O)c3c(F)cccc3Cl)cc2)cc1C(F)(F)F	0%	0%	2%	3%	-9%	-13%	?	1	-6%	-8	nt
COc1ccc(NC(=O)C(CC(=O)O)Cc2ccc(Cl)cc2)cc1 (configuration not stated)	1%	2%	-10%	3%	2%	0%	-13%	4	-2%	-5	2%
CCCCNC(=O)CNC(=S)N(Cc1ccccc1)Cc1cccnc1	2%	5%	nt	1%	-6%	3%	2%	-1	6%	-9	4%
CCOc1ccc(NC(=O)CSc2nc(=O)n(CCCN3CCOCC3)c3c2CCC3)cc1	0%	-5%	nt	nt	-6%	-3%	-16%	-12	nt	-6	nt
CCOc1ccccc1OCC(=O)NN1Cc2ccccc2C1=N	-1%	2%	1%	-2%	-5%	?	-4%	0	1%	11	1%
Cn1c(C(=O)OCC(=O)NCc2ccc(F)cc2)cc2occc21	-1%	-6%	nt	nt	5%	?	19%	1	nt	11	nt
O=C(O)c1ccc(CN2C(=O)c3ccccc3S2(=O)=O)cc1	3%	1%	-8%	6%	4%	2%	9%	0	-1%	-7	-9%
Cc1nc2ccccc2c2c1CC(C(C)(Cl)Br)O2 (configuration not stated)	2%	11%	0%	-1%	12%	13%	7%	-29	-4%	-30	nt
Cc1cc2ccccc2n1CCNC(=O)C(C)(C)C	7%	2%	-6%	2%	0%	1%	-22%	0	0%	-4	-28%
Nc1nc(SCC(=O)Nc2ccccc2)[nH]c(=O)c1NC(=O)c1cccs1	3%	1%	-27%	nt	-7%	0%	0%	8	-2%	1	-5%
Cc1cc(-c2csc3ncnc(N4CCN(C)CC4)c23)cc(C)c1C	9%	-1%	0%	-6%	-67%[inhibitor]	-25%	-1%	-1	4%	-6	-28%
Cc1csc(NC(=O)CS(=O)(=O)Cc2ccccc2)n1	9%	5%	1%	1%	-1%	?	8%	i	-1%	8	-1%
COC(=O)Nc1sc2c(c1C(=O)N1CCOCC1)CCC(C)C2 (configuration not stated)	169%[activator]	2%	-4%	-1%	-2%	2%	1%	-6	8%	13	0%
CC(C)CN(C(=O)COC(=O)Cc1c[nH]c2ccccc12)C1CCS(=O)(=O)C1 (configuration not stated)	3%	2%	1%	2%	-1%	-11%	-15%	0	-1%	-11	2%
O=C(CCc1c[nH]c2ccccc12)N[C@@H](Cc1c[nH]c2ccc(O)cc12)C(=O)O	-1%	2%	-7%	nt	-3%	-3%	-12%	-17	nt	1	?
COc1ccccc1N1CCN(C(=O)C2CC(=O)N(c3ccccc3)C2)CC1 (configuration not stated)	-6%[11.5 µM]	0%	-3%	13%	6%	-6%	0%	-3	0%	-3	8%
CCCNc1nc(Nc2ccc(C)cc2)nc(N2CCCC2)n1	-8%	-10%	-12%	1%	4%	?	-29%	5	-11%	-1	1%
COc1cc(NC(=O)COC(=O)CSc2cc(C)ccc2C)c(C)cc1[N+](=O)[O-]	-13%	-1%	-10%	0%	3%	6%	-2%	9	-18%	61	14%
COc1ccc2c(c1)C(=O)N(c1ccc(C)cc1C)C(=O)C2	19%	7%	1%[11.5 µM]	nt	?	0%	6%	i	18%	10	-1%
O=C(CCCOc1ccc(Cl)cc1)NCC1CCCO1 (configuration not stated)	0%	1%	-7%	-1%	3%	?	-9%	-2	1%	26	-2%
Cc1cc(C)c2c(n1)SCC(=O)N2CC(=O)Nc1ccc(F)cc1	1%	2%	-8%	nt	3%	?	-4%	30	-4%	-8	-12%
CN(CCNC(=O)C1CCN(S(=O)(=O)N2CCOCC2)CC1)CCc1ccccc1	4%	-4%	-11%	1%	5%	-1%	5%	26	9%	27	?
CC1CC(C)CN(CCCOc2ccccc2[N+](=O)[O-])C1 (configuration not stated)	0%	-1%	0%	1%	5%	2%	11%	-1	-4%	-5	-24%
COC(=O)c1c(NC(=O)C2COc3ccccc3O2)sc2c1CCN(Cc1ccccc1)C2 (configuration not stated)	-10%	6%	7%	0%	25%	?	-5%	3	1%	-22	-4%
Cc1cc(-n2c(C)cc(C(=O)COC(=O)CN=C3NS(=O)(=O)c4ccccc43)c2C)no1	-1%	-2%	-7%	1%	-6%	-16%	14%	23	-2%	-2	1%
C=Cn1c(C(=O)O)ccc1-c1ccc(CC)cc1	-5%	1%	-11%	1%	6%	29%	13%	-6	-12%	23	nt
Cc1ccc([N+](=O)[O-])c(OCc2ncc(Cl)n2C)c1	2%	-1%	10%	0%	-10%	-4%	-15%	9	-3%	-3	4%
COC(=O)c1ccc(Cn2cnc3cnccc32)cc1	2%	0%	4%	0%	1%	1%	4%	-3	-1%	-3	3%
Cc1ccc(C(C(=O)NCc2ccc(F)cc2)N(Cc2ccco2)C(=O)c2snc(C(N)=O)c2N)o1 (configuration not stated)	61%[activator][11.5 µM]	3%	18%	-2%	3%	9%	-2%	1	4%	25	-1%
O=C(O)CN1C(=O)/C(=C/c2ccsc2)SC1=S	-5%	-1%	?	6%	1%	0%	21%	4	2%	-12	-1%
COc1ccc2nc(-c3ccccc3)nc(C3CCCCC3)c2c1	-9%	-1%	nt	nt	3%	1%	-20%	12	nt	1	nt
